ALOX12 inhib – inhibitors of human 12-lipoxygenase (ALOX12); P18054; purified 12-hLO, xylenol orange hydroperoxide absorbance; Potency, µM (top dose mostly 57.1 µM), for the others: at the highest dose activity change, negative = inhibition, most hits filed as inhibitors; 150,000 compounds, 0.12% hits; further: potency means the concentration at half of the fitted maximal effect; nearly all actives have a fitted effect of over 55% in size; many of its hits are not listed in these tables
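150 nM 12hLO, 25 mM Hepes pH 7.0 + 0.01% Triton X-100; cpd preinc 15 min RT; 40 uM arachidonic acid, 30 min RT; Fe-XO 30 min; A573/A405 ratio as read-out.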
PNC inhibitor – blocks assembly of the perinucleolar compartment | AID 2417 | PC3M PTB-GFP, PNC prevalence imaging, 16 h; stronger effect = lower value | activity change (PNC), negative = inhibition, % at 10 µM | 140,000 compounds, 3.1% hits;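 active means readout at or below -70, meaning at least 70% loss of cells showing the perinucleolar compartment, a nuclear body marking cancer cells; inconclusive means readout between -30 and a set limit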;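 further: plate controls were DMSO wells for no effect and camptothecin positive control wells for full effect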
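Compounds are pinned in duplicate onto adhered PC3M cells stably expressing GFP-tagged PTB and incubated 16 h at 37 C. Cells are then fixed, nuclei stained with Hoechst, and PNC-positive cells counted.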
15-hLO-2 inh – 15-hLO-2 (ALOX15B) enzyme inhibition; 110,000 compounds, 0.56% hits; purified 15hLO-2, xylenol orange hydroperoxide absorbance; AID 881; Potency, µM (highest dose often 57.1 µM), for inactives: at the top dose activity change, negative = inhibition, most hits filed as inhibitors; O15296; further: potency means the concentration at half of the fitted maximal effect; nearly all actives have a fitted effect of over 60% in size; many of its hits are not listed in these tables
Target sequence (O15296 whole entry, looked up): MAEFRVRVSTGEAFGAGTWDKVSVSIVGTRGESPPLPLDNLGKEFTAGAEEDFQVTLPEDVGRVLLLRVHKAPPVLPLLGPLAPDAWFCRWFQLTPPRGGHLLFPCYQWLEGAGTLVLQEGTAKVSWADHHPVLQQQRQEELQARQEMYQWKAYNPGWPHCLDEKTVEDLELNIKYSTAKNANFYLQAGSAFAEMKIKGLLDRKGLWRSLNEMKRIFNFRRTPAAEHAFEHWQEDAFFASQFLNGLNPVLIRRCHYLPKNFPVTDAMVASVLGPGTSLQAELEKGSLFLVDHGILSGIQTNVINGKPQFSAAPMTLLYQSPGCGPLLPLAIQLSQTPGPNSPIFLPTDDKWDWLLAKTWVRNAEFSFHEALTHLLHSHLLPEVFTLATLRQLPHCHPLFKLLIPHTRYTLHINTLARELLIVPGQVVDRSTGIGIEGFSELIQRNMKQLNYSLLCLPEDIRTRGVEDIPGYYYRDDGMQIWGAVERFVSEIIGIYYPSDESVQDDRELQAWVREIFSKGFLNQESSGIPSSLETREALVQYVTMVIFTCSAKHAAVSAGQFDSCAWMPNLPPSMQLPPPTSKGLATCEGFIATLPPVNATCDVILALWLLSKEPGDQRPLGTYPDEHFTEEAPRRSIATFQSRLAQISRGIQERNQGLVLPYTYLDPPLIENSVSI
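Read-out: hydroperoxide product oxidises ferrous iron, measured as xylenol orange complex via the 573-to-405 nm absorbance ratio after 30 min. Reaction: 50 nM enzyme, 15 min compound preincubation, 45 uM arachidonic acid, 90 min RT, Hepes pH 7.5 with Triton X-100.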
IMPase cell inh – IMPase inhibition in cells; AID 901; CHO-M1 cells, IP1 accumulation, HTRF TR-FRET ratio; 120,000 tested, under 10 active; inhibition (IP1 accumulation), % at 46.1 µM; active means well fitted curve in the direction sought with a large enough effect in the signal ratio, not every such curve was filed as active; inconclusive means small, poorly fitted or top-dose-only effect, or a change in a side signal; inactive means no such curve, though single readings can be large or run the other way; the % refers to the signal ratio;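 further: cells stimulated with carbachol in lithium chloride buffer; plate controls were DMSO basal wells for no effect and reference inhibitor wells for full effect; higher means more IMPase inhibition seen as more IP1 and lower FRET ratio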
Target sequence (P97697 whole entry, looked up): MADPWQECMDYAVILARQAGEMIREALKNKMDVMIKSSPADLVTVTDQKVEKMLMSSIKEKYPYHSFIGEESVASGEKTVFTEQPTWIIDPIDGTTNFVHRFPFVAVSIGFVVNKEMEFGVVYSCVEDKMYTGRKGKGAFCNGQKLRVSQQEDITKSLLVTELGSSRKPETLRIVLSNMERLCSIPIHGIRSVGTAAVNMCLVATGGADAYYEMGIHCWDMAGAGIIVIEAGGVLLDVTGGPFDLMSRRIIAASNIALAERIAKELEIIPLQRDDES
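Cellular IMPase inhibition is scored as a rise in cytosolic IP1, detected by competitive TR-FRET between d2-labelled IP1 and a europium anti-IP1 antibody. M1-expressing CHO cells were stimulated with carbachol for 30 min at 37C, with lithium (50 mM LiCl) present in the buffer.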
* = called active by the depositor; ? = inconclusive; / = no result given; [ ] = dose if it differs, or a comment. Unless noted, the call rests on the fitted dose curve; in most records, active means well fitted curve in the direction sought with a large enough effect; inconclusive means small, poorly fitted or top-dose-only effect, or another doubt; inactive means no such curve, though single readings can be large; an effect the other way counts as inactive or inconclusive. Unless noted, on the % scale 0 is the no-effect control and ±100 the full control effect.

Sequence of screens – ALOX12 inhib, PNC inhibitor, 15-hLO-2 inh, IMPase cell inh
Cc1ccc(-n2nc(CN3CCOCC3)c(-c3ccccc3)c2N)c(C)c1
→ -3.7%, 11.4, /, 12.9
COc1ccc(OC)c(NC(=O)Cn2cnc3c(cnn3-c3ccccc3)c2=O)c1
→ 2.6%, -16.8, /, -13.1
COc1ccccc1C(O)P(=O)(OC(C)C)c1ccc(N(C)C)cc1 (stereo not given)
→ 6.4%, ?, /, -5.5
S=C(Nc1ccc(Cl)cc1)NN1CCOCC1
→ 0.3%, 27.2, /, -5.2
CCOC(=O)C(CCC(=O)O)(CCC(C)C)c1csc(N)n1 (stereo not given)
→ 5.2%, -15.3, -2.2%, 8.7
N=P(N1CCOCC1)(N1CCOCC1)C12CC3CC(CC(C3)C1)C2
→ -3.2%, -28.6, 0.8%, 1.8
O=C(O)c1nn(-c2ccccc2)c(-c2ccccc2)c1C(=O)c1ccccc1
→ -2.8%, ?, /, /
Cc1ccc(S(=O)(=O)N2CC(O)CC2C(=O)Nc2ccc3c(c2)CCC3)cc1 (stereo not given)
→ -6.7%, ?, -10.8%, -4.5
C=CCOC(=O)CCCC(=O)NC1CCCCC1
→ 2.7%, -29.6, 2.5%, -1.5
Cc1cc(C)cc(N(CCC(=O)O)S(=O)(=O)c2ccc3ccccc3c2)c1
→ -8.6%, 5.6, /, /
Nc1nc(SCCc2ccccc2)c2[nH]cnc2n1
→ -2.7%[11.4 µM], /, 6.3%[11.4 µM], /
O=[N+]([O-])c1ccc(NC(=S)NCCc2ccc(Cl)cc2)cc1
→ ?, 9.1, -7.9%[11.4 µM], 2.8[1.84 µM]
Cn1c(=O)cc(SCC(=O)N2CCN(c3ccccc3)CC2)c2ccccc21
→ -9.5%, 41.0, 2.3%, -6.4
O=C(NCc1ccco1)C1CCN(c2nc3ccccc3n2Cc2ccc(F)cc2)CC1
→ 0.1%, 50.1, 20.8%, 12.5
Cc1ccc(S(=O)(=O)N2CC(=O)Nc3ccccc32)cc1C
→ -5.7%, 5.5, 5.2%, -0.4
CCOC(=O)C1=C(C)NC(=O)NC1c1ccc(C)o1 (stereo not given)
→ 6.6%, 31.4, 3.7%, 3.7
O=C(c1ccc(COc2ccccc2Br)o1)N1CCN(c2ccccn2)CC1
→ -5.0%, 78.8, -0.1%, 3.3
CC(=O)C1=C(C)OC(N)=C(C#N)C1c1cc2cccc(C)c2nc1Cl (stereo not given)
→ -6.8%, 63.5, -3.0%, 4.9
COCCCNCCCCOc1ccccc1-c1ccccc1
→ -1.0%, -5.4, /, /
Cc1cc(C(=O)Cn2nnc3ccccc3c2=O)c(C)n1-c1ccccc1F
→ -1.1%, -87.1*, 1.9%, -2.2
COc1ccc(C)cc1NC(=O)COC(=O)c1c(C)noc1C
→ 5.7%, 17.0, 1.9%, 6.6
O=C(NCc1ccc2c(c1)OCO2)C1CC(=O)N(C2CCCCCCC2)C1 (stereo not given)
→ -1.2%, 71.2, 1.5%, 1.1
CCOC(=O)c1c(NC(=O)c2c(C)noc2C)sc2c1CCCCC2
→ 3.8%, 81.5, 6.0%, 4.0
CCc1ccccc1NC1c2ccccc2C(=O)N1Cc1ccco1 (stereo not given)
→ -8.1%, -22.0, /, 4.2
CCOCCn1c(SCc2cccc(C)c2)nc2c1c(=O)[nH]c(=O)n2C
→ 6.2%, 5.2, 3.3%, 1.5
CC(C)Oc1ccc(CNCC2(O)CCOC(C)(C)C2)cc1 (stereo not given)
→ -4.6%, -3.9, /, 2.0
Cc1cc(NC(=O)c2nn(C)c(C)c2[N+](=O)[O-])no1
→ 0.6%, 10.3, -3.8%, 6.0
O=C(Cn1nnc(-c2ccccc2NC(=O)c2ccco2)n1)Nc1ccccc1
→ 3.9%, -5.8, -6.1%, -1.6
COc1ccc(NC(=O)c2ccc(C)o2)c([N+](=O)[O-])c1
→ -2.8%, 12.2, /, -3.4
CCC(=O)Nc1ccc(C(=O)Nc2ccc(OC)cc2[N+](=O)[O-])cc1
→ -3.0%, -15.8, /, ?

Just PNC inhibitor and IMPase cell inh, for some of the entries so far:
| SMILES | PNC inhibitor | IMPase cell inh |
| --- | --- | --- |
| COCCCNCCCCOc1ccccc1-c1ccccc1 | -5.4 | / |
| Cc1cc(NC(=O)c2nn(C)c(C)c2[N+](=O)[O-])no1 | 10.3 | 6.0 |

More records follow.
Sequence of screens – ALOX12 inhib, PNC inhibitor, 15-hLO-2 inh, IMPase cell inh
Cc1ccc(NC(=O)c2ccccc2-c2ccc(C(F)(F)F)cc2)cc1S(=O)(=O)N1CCOCC1
→ 2.7%, 49.3, /, /
CC1CC1c1ccc(/C=C(\C#N)C(=O)Nc2cc(Cl)ccc2Cl)o1 (stereo not given)
→ -1.7%, 13.2, /, /
O=C1N/C(=C/c2cccn2-c2ccccc2)C(=O)N1Cc1ccc(F)cc1
→ -1.6%, -15.1, /, /
O=C(O)C1C2CCC(O2)C1C(=O)Nc1cnn(Cc2ccccc2)c1 (stereo not given)
→ -11.4%, -12.3, 4.3%, -6.6
COc1ccc(C(=O)Nc2cc(=O)n(C)c(=O)n2C)cc1OC
→ 3.7%, ?, /, -8.2
O=C(Nc1ccccn1)NC(C(F)(F)F)C(F)(F)F
→ 3.4%, -4.2, 5.7%, 0.7
CCC(C)NC(=O)CCSCCC(=O)NC(C)CC (stereo not given)
→ -0.5%, -103.8*, /, /
CCc1nc(Nc2ccc3nccnc3c2)c2oc3ccccc3c2n1
→ 0.9%, -16.6, -5.4%, 9.1
CC1(C(=O)NC(=S)N(Cc2ccccc2)c2ccccn2)CC1(Cl)Cl (stereo not given)
→ -6.0%, 19.1, /, /
COc1ccc(CCNC(=O)C2CCN(S(=O)(=O)c3cccc4nonc34)CC2)cc1OC
→ -0.5%, -2.8, -3.1%, -6.7
CSc1nnc2c(n1)c(C)nn2-c1cccc(C)c1
→ 0.0%, 20.6, /, ?
CCN=C1S/C(=C\c2cn(CC)c3ccccc23)C(=O)N1CC
→ 1.6%, 10.2, /, /
Cc1ccc(Cn2ccc(NC(=O)C3C4CCC(C4)C3C(=O)O)n2)cc1 (stereo not given)
→ -5.3%, ?, 9.8%, 0.7
O=[N+]([O-])c1ccc2c(c1)C=C1CCCCC1(N1CCCC1)O2 (stereo not given)
→ -4.9%, 37.0, /, /
CCNC(=S)N(CCc1cccc(C)c1)Cc1cc2cc(OC)c(OC)cc2[nH]c1=O
→ -9.8%, 23.9, /, /
CC(OC(=O)C(C)N1C(=O)C2C3C=CC(C4CC34)C2C1=O)C(=O)c1ccccc1 (stereo not given)
→ -3.2%, -14.5, /, /
CC1=C(n2nnc([N+](=O)[O-])n2)C(c2cccnc2)C(C#N)=C(N)O1 (stereo not given)
→ 2.8%, 19.4, /, /
O=C(NC1CCCCCC1)C1CCN(c2nc3ccccc3o2)CC1
→ -5.7%, -2.5, 15.7%, 5.4
CCOC(=O)CC1C(=O)NCCN1S(=O)(=O)c1ccc(Cl)cc1Cl (stereo not given)
→ 0.7%, 16.0, 4.9%, 7.0
CC(C)(C)NC(=O)NC(=O)CN1CCN(c2ncc(C(F)(F)F)cc2Cl)CC1
→ 0.7%, 3.7, 23.9%, -5.8
O=C1CSC(c2ccccc2F)N1CCN1CCCCC1 (stereo not given)
→ -1.3%, 5.3, 0.4%, -5.8
COc1ccc2ncn(-c3ccccc3)c2c1
→ -1.9%, -25.0, 30.4%[activator], 5.4
CCOc1ccc(NC(=S)N2CCC(C(N)=O)CC2)cc1
→ 0.6%, -25.6, /, 8.8
COc1ccc(NCc2ccc([N+](=O)[O-])s2)c(OC)c1
→ -6.6%, 43.1, /, /
CCN1C(=O)/C(=C\c2cccn2-c2ccc([N+](=O)[O-])cc2)N(CC)C1=S
→ -1.0%, ?, /, /
COc1cccc(C(C(=O)NCc2ccco2)N(C(=O)Cn2nnc3ccccc32)C2CC2)c1OC (stereo not given)
→ -3.9%, 12.1, -9.4%, 3.0
Cc1cnc(CNc2ncncc2-c2ccccc2CN(C)C)cn1
→ -6.3%, /, 23.5%, /
COc1ccc(S(=O)(=O)NNC(=O)c2cc3ccccc3o2)cc1
→ -1.2%, 0.7, /, 2.4
Cc1nc(N)sc1-c1csc(Nc2ccc(Cl)cn2)n1
→ -11.0%, 240.9, /, -0.5
Cc1ccc(-n2c(=O)c3sccc3n(CC(=O)N3CCCC3)c2=O)cc1
→ -4.8%, 7.9, -2.4%, -22.4

An excerpt from above in order of their number in 15-hLO-2 inh, descending:
Sequence of screens – ALOX12 inhib, PNC inhibitor, 15-hLO-2 inh, IMPase cell inh
Cc1cnc(CNc2ncncc2-c2ccccc2CN(C)C)cn1
→ -6.3%, /, 23.5%, /
Cc1ccc(Cn2ccc(NC(=O)C3C4CCC(C4)C3C(=O)O)n2)cc1 (stereo not given)
→ -5.3%, ?, 9.8%, 0.7
CCOC(=O)CC1C(=O)NCCN1S(=O)(=O)c1ccc(Cl)cc1Cl (stereo not given)
→ 0.7%, 16.0, 4.9%, 7.0
CCc1nc(Nc2ccc3nccnc3c2)c2oc3ccccc3c2n1
→ 0.9%, -16.6, -5.4%, 9.1

The list goes on.
molecule,ALOX12 inhib,PNC inhibitor,15-hLO-2 inh,IMPase cell inh
Cc1cc(=O)c2c(o1)CC(C)(C)CC2=O,-5.5%,-4.7,2.0%,3.3
Cc1ccc(OCC(=O)OCCN2C(=O)c3ccccc3C2=O)cc1C,-0.5%,14.8,/,/
CCOC(=O)N1CCN(C(=O)c2cnn3c(C(F)F)cc(-c4ccc(C)cc4)nc23)CC1,1.9%,-5.7,5.6%,-0.2
CCOc1ccccc1NC(=O)CCn1c(=O)oc2ccccc21,0.3%,0.2,-7.2%,-2.8
O=C(CCCn1c(=O)[nH]c2ccsc2c1=O)N1CCN(c2ccccn2)CC1,6.8%,49.3,-5.9%,-0.1
O=C(OCn1nnc2ccccc2c1=O)C1CCCCC1,-1.1%,?,-15.5%,-4.7
CCCNC(=O)NC(=O)COC(=O)c1cccc(NS(=O)(=O)c2ccc(F)c(F)c2)c1,-5.9%,?,/,/
Cc1cc2c(cc1C)NC(c1c(C)n(C)n(-c3ccccc3)c1=O)C1=C(CC(C)(C)CC1=O)N2 (stereo not given),-7.0%,33.8,-8.7%,-8.0
CC1(C)Oc2ccc(NC(=O)c3ccco3)cc2O1,3.0%,-1.2,0.2%,-19.4
CCc1ccccc1N(CC(=O)NCCSCc1ccco1)S(C)(=O)=O,-3.7%,2.2,-9.2%,3.4

Compounds above that contain a thiophene ring, fused or not (four):
molecule,ALOX12 inhib,PNC inhibitor,15-hLO-2 inh,IMPase cell inh
CCOC(=O)c1c(NC(=O)c2c(C)noc2C)sc2c1CCCCC2,3.8%,81.5,6.0%,4.0
COc1ccc(NCc2ccc([N+](=O)[O-])s2)c(OC)c1,-6.6%,43.1,/,/
Cc1ccc(-n2c(=O)c3sccc3n(CC(=O)N3CCCC3)c2=O)cc1,-4.8%,7.9,-2.4%,-22.4
O=C(CCCn1c(=O)[nH]c2ccsc2c1=O)N1CCN(c2ccccn2)CC1,6.8%,49.3,-5.9%,-0.1

Following part
molecule,ALOX12 inhib,PNC inhibitor,15-hLO-2 inh,IMPase cell inh
N#CCCN1CCN(C(=S)c2ccc(-c3cccc(Cl)c3)o2)CC1,-18.7%,-19.5,?,0.5
COc1cc(=O)n2c(-c3ccccc3)csc2n1,-2.2%,-3.4,1.8%,3.7
CCOC(=O)N1CCC(=NNC(=O)COc2ccc(OC)cc2)CC1,4.0%,13.5,/,-3.2
N#Cc1cccc2cnccc12,-0.4%,13.3,-3.6%,-4.2
Cc1ccc(Nc2nc(CSc3nnc(-c4cccs4)o3)cs2)cc1,-7.4%,-20.9,-0.8%[2.29 µM],8.2
COC(=O)\C(C(C)=O)=C(/C=C/C=C/N(C)C)N(C)C,-29.0%,-28.2,?,-1.0
O=C(NCCCN1CCCC1=O)c1ccccc1NS(=O)(=O)c1ccc(Br)cc1,-3.4%,4.5,3.3%,5.7
Cc1ccc2c(CC(=O)NCc3ccco3)coc2c1C,-7.9%,-22.2,-12.8%,1.3

These rows are one share of the data. The share of hits here may be higher or lower than overall.
